# TEAD-YAP block = TEAD-YAP interaction inhibition; HEK-TIYL cells, TEAD-Gal4/YAP UAS-luciferase luminescence; inhibition, % at 9.12 µM; 1.4% of 640,000 active; in the data active means inhibition above about 32%;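 further: 0% = median of test compound wells and 100% = reference inhibitor wells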
# GPR151 activ = human GPR151 activation | Q8TDV0 | PathHunter beta-arrestin GPR151 cells, luminescence | 1% of 650,000 active | activation, % at 11.2 µM | AID 1508602; in the data active means activation above about 4.9%;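 further: 0% = median of compound wells and 100% = cells with positive control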
# Target sequence (Q8TDV0 whole entry, looked up): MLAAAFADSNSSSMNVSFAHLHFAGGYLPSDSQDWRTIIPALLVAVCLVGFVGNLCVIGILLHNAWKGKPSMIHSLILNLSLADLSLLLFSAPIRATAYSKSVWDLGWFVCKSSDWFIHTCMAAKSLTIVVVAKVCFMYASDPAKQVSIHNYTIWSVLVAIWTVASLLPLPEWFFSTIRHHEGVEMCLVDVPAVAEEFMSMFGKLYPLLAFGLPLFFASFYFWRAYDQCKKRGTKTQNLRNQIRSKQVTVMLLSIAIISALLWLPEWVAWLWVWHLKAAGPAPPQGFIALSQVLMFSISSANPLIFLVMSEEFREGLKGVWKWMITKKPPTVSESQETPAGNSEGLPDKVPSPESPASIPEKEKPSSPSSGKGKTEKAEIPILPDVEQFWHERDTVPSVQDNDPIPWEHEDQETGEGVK
# FBW7 act = activators of human E3 ligase FBW7. Q969H0. AlphaScreen FBW7–phospho-cyclin E peptide binding, activator screen. normalized activity (activation), % at 26.1 µM. 0.13% of 650,000 active; in the data active means normalized activity above about 1.9%;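 further: purified mutant Fbw7 with reduced substrate affinity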
# Target sequence (Q969H0 whole entry, looked up): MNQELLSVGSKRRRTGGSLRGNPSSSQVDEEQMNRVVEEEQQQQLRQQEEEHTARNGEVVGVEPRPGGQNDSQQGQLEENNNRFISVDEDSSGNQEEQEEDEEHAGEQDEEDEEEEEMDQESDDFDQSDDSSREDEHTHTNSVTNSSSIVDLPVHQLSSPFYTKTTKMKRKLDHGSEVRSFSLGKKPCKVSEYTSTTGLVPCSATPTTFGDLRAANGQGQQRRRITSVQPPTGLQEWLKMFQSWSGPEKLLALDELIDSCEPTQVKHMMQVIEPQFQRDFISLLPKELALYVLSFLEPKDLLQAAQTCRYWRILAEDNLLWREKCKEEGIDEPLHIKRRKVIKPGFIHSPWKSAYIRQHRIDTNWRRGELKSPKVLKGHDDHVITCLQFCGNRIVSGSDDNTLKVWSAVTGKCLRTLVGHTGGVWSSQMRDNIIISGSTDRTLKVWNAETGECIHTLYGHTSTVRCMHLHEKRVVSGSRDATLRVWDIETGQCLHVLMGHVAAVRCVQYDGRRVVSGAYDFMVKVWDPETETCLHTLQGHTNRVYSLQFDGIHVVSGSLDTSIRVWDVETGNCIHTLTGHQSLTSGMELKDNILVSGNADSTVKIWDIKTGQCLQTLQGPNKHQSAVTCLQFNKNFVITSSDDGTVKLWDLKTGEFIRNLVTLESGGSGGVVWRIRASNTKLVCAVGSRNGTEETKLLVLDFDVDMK
# MITF inh = inhibitors of human MITF. O75030. AlphaScreen MITF homodimerization, bead proximity signal. inhibition, % at 2.6 µM. 0.91% of 650,000 active; in the data active means inhibition above about 50%;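 further: 0% = vehicle wells with protein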
# Starred values were filed as active, the others as inactive; nt = no result given. Outcome played no part in choosing rows. Share with any hit: about 3.4%.
SMILES,TEAD-YAP block,GPR151 activ,FBW7 act,MITF inh
CCN(CC)C(=O)Cn1c(=O)n(CC2CCC(C(=O)N3CCOCC3)CC2)c(=O)c2sccc21 (stereo not given),-7,0.4,-0.1,-13
CCc1ccc(S(=O)(=O)NNC(=O)c2ccccc2)cc1,8,-0.8,0.3,12
CCOc1ccc2[nH]c(=O)c(CN(CCO)C(=O)c3ccco3)cc2c1,-5,-0.5,0.0,6
CCCCCCn1c(SCC(O)CCl)nc2c1c(=O)[nH]c(=O)n2C (stereo not given),6,0.2,0.2,14
C=Cc1ccc(Cn2c(C)c(CNCCc3ccc(SC)cc3)c(C(=O)O)c2C)cc1,4,-0.3,0.2,18
Cc1c(C(=O)Nc2ccc(C(N)=O)cc2)sc2nc(-c3cccc([N+](=O)[O-])c3)cn12,10,2.7,0.2,3
COc1ccc(-c2nc3ccc(C(=O)NCCc4ccccc4Cl)cc3nc2-c2ccc(OC)cc2)cc1,5,1.0,0.0,0
COc1ccc(-n2nc([N+](=O)[O-])c(=NC3CCCCC3)n2O)cc1,-3,0.0,-0.4,22
Cc1cc(NC(=O)CN2C(=O)C3C4CCC(C4)C3C2=O)c(C)cc1Br (stereo not given),7,0.0,-0.2,-16
CCOC(=O)C1(C)C=C(Nc2ccc(OCC)cc2)C(=O)N1c1ccccc1 (stereo not given),0,-0.3,-0.1,12
Cc1ccccc1-c1nn2c(Cc3ccccc3)nnc2s1,-5,1.8,-0.1,3
CC(C)(Oc1ccc(Cl)cc1)C(=O)NCc1ccsc1,-6,0.8,-0.1,8
CCOc1ccc(-c2cc(C(=O)N/N=C\c3cccnc3)[nH]n2)cc1OC,-14,1.2,-0.1,16
CN1CCN(c2ccc(N3CCN(C(=O)c4ccc(Br)o4)CC3)nn2)CC1,-6,-1.8,0.1,-1
COc1ccccc1CNC(=O)c1sc2ncn(CC(=O)N3CCCC(C)C3)c(=O)c2c1C (stereo not given),6,-1.6,0.0,-5
CCOC(=O)OC[C@H]1O[C@H](C#Cc2ccc(C)cc2C)C=C[C@@H]1OC(=O)OCC,nt,-0.6,0.3,14
CCN1CCCC1CNC(=O)C(C)n1ncn2cccc2c1=O (stereo not given),12,-0.9,0.5,5
CC1=NN(c2ccc(S(N)(=O)=O)cc2)C(=O)/C1=C\c1ccc(-c2ccccc2C(=O)O)o1,-2,0.4,-0.4,-3
C=CCNC(=O)c1cc(Cl)ccc1Cl,1,2.9,0.0,-8
COCC(=O)N(c1ccc(OC)cc1OC)C1C=CS(=O)(=O)C1 (stereo not given),6,-0.2,0.7,8
O=C(NC1=NCCS1)c1ccc2c(c1)OCO2,-42,-2.4,-0.1,-8
Cc1ccc2c(c1)CN(C(=O)c1cnc3ccccn3c1=O)CC(C)O2 (stereo not given),-3,0.0,0.0,6
Cc1c(C(=O)Oc2ccc(C#N)cc2)sc2ncn(Cc3ccccc3F)c(=O)c12,0,2.2,-0.2,3
COc1ccc(CCn2c(SCC(=O)Nc3ccc(N(C)C)cc3)nc3ccccc3c2=O)cc1OC,-7,0.3,-0.1,-15
COCCNC(=O)c1cn(C(C)c2ccccc2)nn1 (stereo not given),-1,0.1,-0.1,8

# A second format for 5 compounds above:
molecule	TEAD-YAP block	GPR151 activ	FBW7 act	MITF inh
COc1ccc(-n2nc([N+](=O)[O-])c(=NC3CCCCC3)n2O)cc1	-3	0.0	-0.4	22
COCC(=O)N(c1ccc(OC)cc1OC)C1C=CS(=O)(=O)C1 (stereo not given)	6	-0.2	0.7	8
Cc1ccccc1-c1nn2c(Cc3ccccc3)nnc2s1	-5	1.8	-0.1	3
CN1CCN(c2ccc(N3CCN(C(=O)c4ccc(Br)o4)CC3)nn2)CC1	-6	-1.8	0.1	-1
CC1=NN(c2ccc(S(N)(=O)=O)cc2)C(=O)/C1=C\c1ccc(-c2ccccc2C(=O)O)o1	-2	0.4	-0.4	-3

# Four of the compounds above, tab-delimited.
Structure	TEAD-YAP block	GPR151 activ	FBW7 act	MITF inh
O=C(NC1=NCCS1)c1ccc2c(c1)OCO2	-42	-2.4	-0.1	-8
Cc1ccc2c(c1)CN(C(=O)c1cnc3ccccn3c1=O)CC(C)O2 (stereo not given)	-3	0.0	0.0	6
Cc1c(C(=O)Oc2ccc(C#N)cc2)sc2ncn(Cc3ccccc3F)c(=O)c12	0	2.2	-0.2	3
COc1ccc(CCn2c(SCC(=O)Nc3ccc(N(C)C)cc3)nc3ccccc3c2=O)cc1OC	-7	0.3	-0.1	-15

# Carrying on:
SMILES,TEAD-YAP block,GPR151 activ,FBW7 act,MITF inh
COc1ccc(C/C(C)=N/Nc2nc(C)cc(=O)[nH]2)cc1,-6,-0.1,0.2,2
C=CCNC(=O)/C(=C/c1ccc([N+](=O)[O-])cc1)NC(=O)c1ccco1,-1,-0.6,0.0,-2
CN1C(=O)c2cccc3c(N4CCCCC4)ccc(c23)C1=O,1,-0.2,0.1,-9
O=C(NCCCc1ccccc1)Nc1ccccc1,-19,0.5,-0.2,10
COc1ccccc1C(=O)Nc1ccc(OCC(=O)NC2(C#N)CCCCC2)cc1,-18,0.7,0.0,2
Cc1ccc(S(=O)(=O)NC(=O)Nc2ccc(Br)cc2)cc1,-1,0.8,0.0,14
COc1ccc(C(=O)N2CCCCC2)cc1S(=O)(=O)N1CCOCC1,-4,2.4,0.1,10
COc1ccc(/C=C2/C(=N)N3C(=NC2=O)SN=C3S(C)(=O)=O)cc1,-1,0.7,-0.2,7
COc1ccc(-n2c(C)c(C)n3c4c(=O)n(CC(C)C)c(=O)n(C)c4nc23)c(OC)c1,6,-0.8,0.0,13
OC(CN1CCN(c2ccccc2F)CC1)c1ccc2c(c1)CCN2 (stereo not given),-1,0.2,0.0,12
O=C(NC1CCCCC1)N1CCN(c2ccc(C(F)(F)F)cn2)CC1,12,1.2,-0.3,6
CSCCOc1nc2c(c(=O)n(C)c(=O)n2C)n1Cc1ccccc1Cl,5,-1.0,0.3,11
O=C(Nc1sc2c(c1C(=O)N1CCCCC1)CCCC2)c1ccccc1,2,-1.0,0.2,14
CCOC(=O)CCNC(=O)CC1(c2ccccc2C)CC(=O)N(CCCOC)C1=O (stereo not given),-4,1.2,-0.1,-2
COCc1nnc(NC(=O)CSc2ccccc2)s1,-8,0.2,0.3,12
O=C(NCCCc1ccncc1)C1CC12CCN(Cc1ccc(O)cc1)CC2 (stereo not given),3,0.0,0.1,6
O=C(NCC(c1ccco1)N1CCN(c2ccc(F)cc2)CC1)c1ccc([N+](=O)[O-])cc1 (stereo not given),-3,-0.3,0.1,22
Nc1nonc1C(=O)N/N=C/c1c(F)cccc1Cl,3,-0.3,-0.1,9
Cc1ccnc(NC(=O)C2CCN(c3ccc(-n4cccn4)nn3)CC2)c1,-4,-5.3,-1.1,33
FC(F)Sc1ccc(NC2=NCCCCC2)cc1,2,0.4,0.1,-11
CCOC(=O)C1CCCN(c2c(NCCCN(C)c3ccccc3)c(=O)c2=O)C1 (stereo not given),4,-0.3,-0.1,-3
N#CC1(NC(=O)COc2ccc([N+](=O)[O-])cc2Cl)CCCCC1,-6,-0.9,0.1,8
N#Cc1ccc(OCC(=O)NCCOc2ccccc2F)cc1,-1,1.3,-0.1,-1
c1ccc2oc(-c3ccnc4ccccc34)nc2c1,-46,-0.5,-0.1,6
CN(CC1Cc2ccccc2O1)C(=O)CCC1(Cc2ccco2)CCC(=O)N1 (stereo not given),-6,-1.8,0.0,-3

# Later entries
SMILES,TEAD-YAP block,GPR151 activ,FBW7 act,MITF inh
O=C(O)c1cccc(N=Cc2ccccc2O)c1,8,-0.5,0.4,-18
Cc1cc(C)nc(SCC(=O)Nc2nccs2)n1,-7,-0.7,0.6,1
C(=C\CN1CCCCC1)/CN1CCCCC1,16,0.2,-0.1,-4
COc1cc2cc(C(=O)O)n(C)c2cc1OC,5,0.0,-0.1,7
COc1cc(C2/C(=C(\O)c3cc(C)ccc3C)C(=O)C(=O)N2CCCN(C)C)ccc1O (stereo not given),-6,0.5,0.4,13
COC(=O)C1=C(C)Nc2ncnn2C1c1ccc([N+](=O)[O-])cc1 (stereo not given),0,1.2,-0.2,1
Brc1ccc(Nc2ncc(-c3cccs3)s2)cc1,-80,1.4,-0.1,-2
CCOc1cc([N+](=O)[O-])cc(/C=C2/SC(=S)N(C)C2=O)c1O,2,0.3,0.1,-12
CCCCCCCCNC(=O)c1ccc(NC(C)=O)cc1,10,0.1,0.1,2
COc1ccc(Cl)cc1NC(=O)Cc1csc(-n2cccc2)n1,-8,-0.6,0.0,2
Cn1nnnc1SCc1nnc(-c2ccccc2)o1,-25,0.9,-0.2,-3
Cc1ccc(Cn2c(C)c3cnn(CC(=O)NC4CCCCC4C)c(=O)c3c2C)cc1 (stereo not given),16,-2.7,0.0,3
OCCNc1nc(N2CCC(N3CCOCC3)CC2)nc2c1ncn2-c1ccccc1,8,-0.7,0.0,1
CC(=O)N1CCc2c(sc3c2c(=O)n(-c2ccc(F)c(Cl)c2)c(=O)n3C)C1,4,0.6,0.0,3
CC1=C(C(=O)OCc2ccccc2)C(c2ccc(F)c(F)c2)C2=C(CC(C)(C)CC2=O)N1 (stereo not given),5,0.4,-0.6,5
O=C(Cn1cnc2ccccc21)NCCn1nnn(-c2ccccc2)c1=O,12,-0.4,-0.1,2
CCOc1ccc(OCc2ccc(C(=O)N/N=C3\CCCC(=O)C3)cc2)cc1,-41,-0.8,0.2,10
CCC(Sc1nnc(C)c(=O)[nH]1)C(=O)Nc1ccc(OC(F)(F)F)cc1 (stereo not given),1,-1.3,0.0,14
CN(C)CCN(Cc1ccccc1)C(=O)CCCC(=O)Nc1ncc(-c2ccccc2)n1C,7,0.6,0.3,19
CCC(C(=O)N1CCN(c2ncccn2)CC1)c1ccccc1 (stereo not given),0,-0.6,0.2,-7
CC(C)N(CCNC(=O)c1cnc(-c2ccc(C(=O)N3CCN(C)CC3)cc2)s1)C(C)C,0,-1.1,0.1,37
COc1cccc(CCC(=O)N2CCc3nnc(CNC(=O)c4ccncc4)n3CC2)c1,2,0.8,0.2,6
COC(=O)c1c(N)n(-c2cccc(C(=O)O)c2)c2nc3ccccc3nc12,5,-0.4,-0.1,11
Cc1occc1C(=O)Nc1cccc([N+](=O)[O-])c1,-13,1.8,-0.3,6
CC(=O)NC(NC(=S)Nc1cccc(Cl)c1)C(Cl)(Cl)Cl (stereo not given),10,1.8,-0.2,-15

# Single records (already shown).
# Cc1ccc(Cn2c(C)c3cnn(CC(=O)NC4CCCCC4C)c(=O)c3c2C)cc1 (stereo not given) as listed: TEAD-YAP block: 16; GPR151 activ: -2.7; FBW7 act: 0.0; MITF inh: 3
# CCOc1ccc(OCc2ccc(C(=O)N/N=C3\CCCC(=O)C3)cc2)cc1 as listed: TEAD-YAP block: -41; GPR151 activ: -0.8; FBW7 act: 0.2; MITF inh: 10

# Remaining list, next part
SMILES,TEAD-YAP block,GPR151 activ,FBW7 act,MITF inh
O=C1CSC(c2ccccc2[N+](=O)[O-])N1c1ccc(Oc2ccc3ccccc3c2Cl)c(Cl)c1 (stereo not given),-3,0.4,-0.1,12
COc1ccc2oc(=O)c(-c3nnc(-c4ccccc4OC)o3)cc2c1,6,-0.6,0.6,14
CC1=C(C(=O)Nc2ccccc2F)C(c2ccc(N(C)C)cc2)NC(=O)N1 (stereo not given),-3,0.1,-0.1,8
O=C(NNc1ccccc1)c1ccc(Br)cc1,-2,0.5,0.0,1
CCCCCn1c(SCc2cccc(Cl)c2)nc2cc(C(=O)NCCC3=CCCCC3)ccc2c1=O,-1,1.0,0.2,5
O=C(Nc1cccc(Cl)c1)c1ccc(S(=O)(=O)N2CCCC2)cc1,-13,1.0,0.0,4
COC(=O)[C@@H]1CCCN1C(=O)Cc1ccc(N2CCC(NCCc3ccco3)CC2)cc1,5,-1.4,-0.1,6
CN(C)CCn1c2c(c(SCC(=O)Nc3ccc(F)c(F)c3)nc1=O)CCC2,3,-0.3,-0.1,-13
Fc1ccc(-c2ccc3c(c2)COC2(CCNCC2)O3)cc1F,-6,0.7,0.7,-1
CCOC(=O)c1ccc(NC(=O)c2sc(NC(=O)c3ccc(F)cc3)c(C(=O)OCC)c2C)cc1,-1,2.4,-0.1,-2
O=C(Nc1ccc(F)cc1F)C1CCN(C(=O)c2ccc([N+](=O)[O-])cc2)CC1,-4,2.8,-0.1,8
CCN(CC)CCCNC(=O)Cn1nc([N+](=O)[O-])c(Br)c1C,1,0.9,-0.2,-8
Cc1ccc(NC(=O)CN2C(=O)C3C4C=CC(C4)C3C2=O)c(Br)c1 (stereo not given),-18,-1.3,0.4,11
COc1ccc(-c2csc(-n3nc(C)cc3NC(=O)c3cccc(OC)c3OC)n2)cc1OC,-48,0.7,0.8,8
COCc1c(C(=O)Nc2cc(C(F)(F)F)ccc2N2CCOCC2)oc2ccccc12,-4,-1.0,0.2,11
Cc1c(C(=O)N2CCN(c3cccc(Cl)c3)CC2)sc2ncn(CC(=O)N3CCCCC3)c(=O)c12,12,1.1,0.1,10
CCC(NC(=O)Nc1ncccc1C)(C(F)(F)F)C(F)(F)F,0,-0.8,0.0,8
NS(=O)(=O)c1ccc2nc(NC(=O)COc3ccc4ccccc4c3)sc2c1,-5,4.2,0.0,-13
CCCN1Cc2cccc(C(=O)Nc3ccc(Br)cc3)c2C1=O,1,1.2,0.2,10
CCOC(=O)C1C(C(=O)OCC)C1(c1ccccc1)c1ccccc1 (stereo not given),16,0.2,0.1,17
Cn1c(=O)oc2cc(S(=O)(=O)N3CCC(N4CCCCC4)CC3)ccc21,-4,5.9*,0.1,16
COc1ccc(C2C3=C(CC(C)(C)CC3=O)OC23C(=O)CC(C)(C)CC3=O)cc1OC (stereo not given),-5,1.2,-0.1,6
COC(=O)c1ccc(N2C(=O)C3C4C=CC(C4=C(c4ccccc4)c4ccccc4)C3C2=O)cc1 (stereo not given),-5,-0.1,-0.1,-7
CC(C)(O)C#CC(O)c1ccccc1F (stereo not given),3,0.6,0.3,11
